# Bioassay records: PubChem, several laboratories
# CCHF vOTU inh: blocks the CCHF virus ovarian tumor domain protease | CCHFV vOTU protease, Pep-AMC fluorescence | inhibition, % at 11.5 µM | 0.55% of 370,000 active | AID 651958; in the data active = inhibition above about 30%; also: 0% = vehicle wells with enzyme and 100% = no enzyme wells
# PrPC TRFRET: cell surface PrPC inhibition, primary TR-FRET screen | inhibition, % at 13.8 µM | TR-FRET read-out | 0.43% of 370,000 active; in the data active = inhibition above about 24%; also: 0% = median of the test wells and 100% = reference compound wells
# VHR inh abs: blocks human VHR1 dual specificity phosphatase. recombinant VHR phosphatase, pNPP absorbance. inhibition, % at 13.3 µM. 0.52% of 290,000 active. AID 1654; in the data active = inhibition above about 50%; also: some compounds called inactive have numbers as strong as hits
# Target sequence (P51452 whole entry, looked up): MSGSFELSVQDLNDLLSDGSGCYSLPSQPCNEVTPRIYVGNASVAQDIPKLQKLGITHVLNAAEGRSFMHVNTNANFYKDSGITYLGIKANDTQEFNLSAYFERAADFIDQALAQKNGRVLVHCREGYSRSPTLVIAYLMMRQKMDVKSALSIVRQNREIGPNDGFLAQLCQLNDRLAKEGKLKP
# 3CLpro inhibitor: SARS-CoV 3CLpro protease inhibition | P0C6X7 | recombinant SARS-CoV 3CLpro, quenched FRET peptide cleavage | inhibition, % at 6 µM | 0.14% of 290,000 active | AID 1706; in the data active = inhibition above about 12%
# Rv3671c protease: inhibits the M. tuberculosis serine protease Rv3671c | inhibition, % at 5.96 µM | 0.048% of 320,000 active; in the data active = inhibition above about 38%;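 also: extracellular domain of Rv3671c used as enzyme; 0% = enzyme with DMSO and 100% = no enzyme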
# BoNT-F LC inh: inhibitors of Botulinum neurotoxin F light chain protease; 0.22% of 360,000 active; inhibition, % at 10 µM; Multiplex microsphere protease cleavage assay, flow cytometry; in the data active = inhibition above about 35%, passing the limit was not always enough; inconclusive = no clear call, values can overlap the other calls; also: plate controls were buffer without enzyme for full effect and enzyme alone for no effect
# SSB-PriA inh: blocks PriA binding to SSB C-terminal tail | inhibition, % at 33 µM | 0.6% of 430,000 active | AlphaScreen SSBct-PriA binding, biotinylated peptide | AID 1272365; in the data active = inhibition mostly above about 37%, no sharp cut-off; inactive = mostly below about 20%;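 also: plate controls were negative control peptide for no effect and reference peptide for full effect; strong numbers were not always called active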
# BoNT A protease: BoNT A light chain protease inhibition | 0.17% of 360,000 active | multiplex microsphere protease substrate cleavage, flow cytometry | inhibition, % at 10 µM; also: plate controls were buffer without enzyme for full effect and enzyme alone for no effect
# Anthrax LF inh2: anthrax lethal factor protease inhibition. P15917. multiplex microsphere protease cleavage assay, LF. inhibition, % at 10 µM. 0.12% of 360,000 active. AID 588501; also: plate controls were buffer without enzyme for full effect and enzyme alone for no effect
# Target sequence (P15917 whole entry, looked up): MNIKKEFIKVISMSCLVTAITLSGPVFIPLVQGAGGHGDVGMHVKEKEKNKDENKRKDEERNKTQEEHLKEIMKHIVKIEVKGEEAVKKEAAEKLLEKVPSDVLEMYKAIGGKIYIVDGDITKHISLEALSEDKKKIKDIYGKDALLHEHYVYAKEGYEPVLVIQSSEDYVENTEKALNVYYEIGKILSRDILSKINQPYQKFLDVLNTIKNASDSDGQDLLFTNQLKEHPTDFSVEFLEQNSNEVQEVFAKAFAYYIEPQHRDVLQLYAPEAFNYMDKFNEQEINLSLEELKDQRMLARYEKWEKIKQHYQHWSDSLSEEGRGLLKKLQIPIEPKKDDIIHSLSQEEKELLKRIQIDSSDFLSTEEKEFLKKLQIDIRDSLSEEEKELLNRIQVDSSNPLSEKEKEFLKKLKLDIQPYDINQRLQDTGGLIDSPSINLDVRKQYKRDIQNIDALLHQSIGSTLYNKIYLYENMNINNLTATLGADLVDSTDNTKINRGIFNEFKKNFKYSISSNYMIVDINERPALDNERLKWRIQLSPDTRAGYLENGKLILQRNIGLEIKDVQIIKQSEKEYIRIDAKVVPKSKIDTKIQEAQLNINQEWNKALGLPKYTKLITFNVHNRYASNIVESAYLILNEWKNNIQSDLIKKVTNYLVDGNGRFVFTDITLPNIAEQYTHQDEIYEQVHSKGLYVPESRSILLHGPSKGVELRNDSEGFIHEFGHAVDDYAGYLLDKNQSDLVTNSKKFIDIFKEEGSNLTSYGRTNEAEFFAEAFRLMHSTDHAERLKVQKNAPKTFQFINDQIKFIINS
# MazF activator: MazEF (E. coli) toxin RNase activation; FAM/BHQ RNA-DNA oligo cleavage fluorescence, 5 h; 0.32% of 350,000 active; activation, % at 20 µM; AID 504720; P0AE70; in the data active = activation above about 50%
# * hit, by the source's call; ? = inconclusive; / = not tested or not shown; & = joins results of further samples. Rule as the data show it, unless noted: active = inhibition above about 30%; inconclusive = no clear call, values can overlap the other calls; inactive = below that. The list is partial; rates above refer to the full screens.
# Assay codes – A = CCHF vOTU inh; B = PrPC TRFRET; C = VHR inh abs; D = 3CLpro inhibitor; E = Rv3671c protease; F = BoNT-F LC inh; G = SSB-PriA inh; H = BoNT A protease; I = Anthrax LF inh2; J = MazF activator
NC(=O)c1ccsc1NC(=O)COC(=O)Cc1c[nH]c2ccccc12
  A: 6	B: 6	C: /	D: /	E: -11	F: 12	G: 1	H: 2.9	I: 0	J: 3
O=C(Nc1cccc(C(=O)N2CCCCC2)c1)C1CCCCC1
  A: 4	B: 0	C: /	D: /	E: /	F: 1	G: -3	H: -0.1	I: -6	J: 11
CC(C)(C)C(=O)Nc1ccc(-c2nnc3n2CCCCC3)cc1
  A: -25	B: 0	C: 10	D: -4	E: /	F: /	G: -13	H: /	I: /	J: 3
CC1CCc2nn(CC(=O)NCc3ccc(F)cc3)cc2C1 (centres undefined)
  A: 0	B: 2	C: 19	D: 0	E: 2	F: -4	G: -1	H: -0.4	I: 0	J: 1
CCC(=NCc1ccco1)c1c(O)n(C2CCCCC2)c(=O)[nH]c1=O
  A: 0	B: 6	C: 18	D: -1	E: -4	F: 10	G: 12	H: 2.0	I: 10	J: -2
Cc1cccc(N2CCN(C(=O)c3ccc(CNc4c(N5CCC(C)CC5)c(=O)c4=O)cc3)CC2)c1C
  A: 4	B: -6	C: 34	D: -1	E: 7	F: 0	G: -4	H: 0.2	I: -1	J: -1
O=C(CN(Cc1ccc(Cl)cc1)C(=O)CN1C(=O)COc2ccccc21)NC1CCCC1
  A: -7	B: 8	C: 31	D: 0	E: -38	F: 8	G: 15	H: -1.6	I: 6	J: -11
CN(CC(=O)Nc1ccc(N2CCOCC2)cc1)Cc1cc(=O)n2ccsc2n1
  A: -3	B: 7	C: 13	D: 3	E: -4	F: -13	G: -5	H: -1.1	I: 2	J: 0
O=C(CSc1nnc(CNC(=O)c2ccco2)o1)Nc1cccc(C(F)(F)F)c1
  A: 20	B: 1	C: 13	D: -2	E: 1	F: 5	G: 4	H: 0.2	I: -1	J: 12
COc1ccc(OC)c(Cc2nnc(CCC(=O)NCc3ccsc3)o2)c1
  A: 4	B: 6	C: 18	D: -5	E: 0	F: -2	G: -1	H: 0.2	I: 4	J: -3
COc1cccc(C(=O)NCc2ccco2)c1
  A: 1	B: -6	C: 1	D: -1	E: -3	F: 9	G: -2	H: -5.2	I: 1	J: 7
CCOc1ccccc1N/C=C/C(=O)C(C)(C)C
  A: -3	B: -5	C: 18	D: 2	E: 3	F: -1	G: /	H: 0.2	I: -4	J: 2
O=C(Nc1cccc(C(F)(F)F)c1)c1csc([C@H]2C[C@H](O)[C@@H](CO)O2)n1
  A: 19	B: -7	C: /	D: /	E: /	F: -2	G: /	H: -0.1	I: -4	J: /
CCOC(=O)C1(C)NC(c2ccco2)C2C(=O)N(c3ccccc3)C(=O)C21 (centres undefined)
  A: 15	B: 7	C: 7	D: 2	E: 0	F: 0	G: 7	H: 0.5	I: -7	J: 0
CN(C)CCCNc1nc(N)c([N+](=O)[O-])c(NC2CCCCC2)n1
  A: 3	B: -9	C: 6	D: 1	E: 7	F: -9	G: -6	H: -0.3	I: 5	J: 4
Clc1cccc(N2CCN(Cc3nnc(-c4ccccc4)o3)CC2)c1
  A: 5	B: -4	C: 20	D: 6	E: -3	F: -15	G: -10	H: -1.0	I: 6	J: 4
Nc1c(Cl)cc(N=Nc2ccccc2)cc1Cl
  A: -1	B: 4	C: /	D: /	E: /	F: -1	G: -9	H: -0.2	I: -12	J: -1
COC(=O)c1scc(C)c1NC(=O)C(Cl)c1ccccc1 (centres undefined)
  A: 9	B: -1	C: 2	D: 6	E: -11	F: -3	G: -4	H: 0.2	I: 0	J: 6
Cc1nc(Cl)sc1C(=O)Nc1cccc(Cl)c1
  A: -1	B: -2	C: 14	D: 1	E: -5	F: 21	G: -25	H: 0.0	I: -8	J: 3
Cc1ccc(-c2nnc(CSc3nncn3N)o2)cc1
  A: 14	B: 2	C: 23	D: 4	E: 7	F: -10	G: 0	H: 0.1	I: -3	J: 9

# Just 3CLpro inhibitor, BoNT A protease and Rv3671c protease (5 entries from above):
SMILES,3CLpro inhibitor,BoNT A protease,Rv3671c protease
O=C(Nc1cccc(C(F)(F)F)c1)c1csc([C@H]2C[C@H](O)[C@@H](CO)O2)n1,/,-0.1,/
CCOC(=O)C1(C)NC(c2ccco2)C2C(=O)N(c3ccccc3)C(=O)C21 (centres undefined),2,0.5,0
CN(C)CCCNc1nc(N)c([N+](=O)[O-])c(NC2CCCCC2)n1,1,-0.3,7
Clc1cccc(N2CCN(Cc3nnc(-c4ccccc4)o3)CC2)c1,6,-1.0,-3
Nc1c(Cl)cc(N=Nc2ccccc2)cc1Cl,/,-0.2,/

# (cont.)
# Assay codes – A = CCHF vOTU inh; B = PrPC TRFRET; C = VHR inh abs; D = 3CLpro inhibitor; E = Rv3671c protease; F = BoNT-F LC inh; G = SSB-PriA inh; H = BoNT A protease; I = Anthrax LF inh2; J = MazF activator
CC1CC(C)CN(CCCNC(=O)C2CCCN(S(=O)(=O)N3CC(C)CC(C)C3)C2)C1 (centres undefined)
  A: 5	B: -5	C: 61	D: -4	E: 3	F: -9	G: -14	H: 4.8	I: 4	J: -5
CC1CN(C(=O)c2ccccc2)OC(c2ccc3c(c2)OCO3)O1 (centres undefined)
  A: -4	B: -2	C: 31	D: -1	E: -5	F: 0	G: -16	H: -0.7	I: -6	J: 1
COc1ccc(C2(C(=O)O)CCCC2)cc1
  A: -4	B: 3	C: 13	D: 4	E: 3	F: 6	G: 2	H: -0.4	I: -2	J: 0
CC(C)Cn1cnc2c1c(=O)n(CC(=O)NC(=O)NC(C)(C)C)c(=O)n2Cc1ccccc1
  A: 8	B: 6	C: 20	D: 2	E: 2	F: -1	G: -1	H: -0.4	I: 9	J: 8
Cc1ccnc(NS(=O)(=O)c2ccc(NC(=O)CN3C(=O)CCC3=O)cc2)n1
  A: -3	B: -4	C: 23	D: 5	E: -1	F: 4	G: -9	H: 0.0	I: -2	J: -28
CN(C)c1ccc(/C=N/NC(=O)CNC(=O)/C=C/c2ccco2)cc1
  A: 5	B: -4	C: -5	D: 4	E: 9	F: 1	G: /	H: -0.1	I: -1	J: 4
Cc1cc(=O)[nH]c(N2CCc3ccccc3C2)n1
  A: -8	B: -3	C: 0	D: 6	E: 2	F: -5	G: -1&0	H: -5.1	I: 1	J: 0
CCCCNC(=S)NNC(=O)c1ccc2c(c1)OCO2
  A: -8	B: 3	C: -8	D: -4	E: -6	F: -28	G: 0	H: -1.4	I: 0	J: -18
O=C(O)c1cc(NC(=O)c2cccc(N3C(=O)c4ccccc4C3=O)c2)cc(C(=O)O)c1
  A: -9	B: -1	C: 18	D: 7	E: -6	F: /	G: -3	H: /	I: /	J: 6
Cc1ccc2c(c1)c(N=Nc1cccc(C(=O)O)c1)c(O)n2C
  A: 7	B: -1	C: 12	D: 6	E: 0	F: 1	G: -11	H: -0.5	I: 0	J: -20
CCN(CC)CCNc1nc2c(c(=O)[nH]c(=O)n2C)n1CC(O)COc1ccc(Cl)cc1Cl (centres undefined)
  A: -10	B: 3	C: 34	D: -5	E: -3	F: -1	G: -9	H: 0.8	I: -3	J: 10
O=[N+]([O-])c1cc(S(=O)(=O)N2CCCC2)ccc1SCCO
  A: 11	B: -26	C: 24	D: -2	E: 13	F: -3	G: 5	H: 0.4	I: -3	J: 9
O=C(Nc1nccs1)C1CCN(S(=O)(=O)c2cccs2)CC1
  A: -7	B: -2	C: 6	D: 4	E: 3	F: -1	G: 0	H: -0.9	I: -2	J: -4
O=C(Nc1ccccc1C(=O)Nc1nccs1)c1ccccc1
  A: -3	B: -3	C: /	D: /	E: /	F: -3	G: /	H: -0.7	I: 0	J: /
COC(=O)c1ccc(COc2ccccc2/C=C(\C#N)C(=O)Nc2ccc(C)cc2)cc1
  A: -16	B: -4	C: -7	D: 7	E: 2	F: 6	G: -5	H: 0.5	I: 0	J: 6
O=C1C=C(Nc2ccccc2)C(=O)c2ccccc21
  A: 18	B: 4	C: 16	D: 1	E: -12	F: -1	G: 0	H: -0.1	I: 0	J: 13
CCOC(=O)c1c(NC(=O)Nc2ccccc2)sc(C)c1C
  A: 8	B: 5	C: 18	D: -2	E: 17	F: 0	G: -1	H: -1.1	I: -3	J: 8
Cc1c(CN2CCC(C)CC2)c(=O)n(-c2ccccc2)n1C
  A: -1	B: -4	C: 28	D: 2	E: -1	F: 7	G: -14	H: 0.0	I: 0	J: 0
CSc1nc2c(cc1C#N)CCCCC2
  A: 18	B: 8	C: -4	D: -3	E: 6	F: -3	G: -30	H: -0.1	I: 1	J: 2
COc1ccc(S(=O)(=O)N(C)C)cc1NCC(=O)Nc1cccc(C#N)c1
  A: 8	B: 3	C: 6	D: 2	E: 8	F: -2	G: -30	H: 0.5	I: 3	J: -9
Cc1ccc(SCc2nc3ncccn3c2Br)cc1
  A: -3	B: 9	C: 5	D: 5	E: -11	F: ?	G: -1	H: -0.7	I: -21	J: -11
COc1ccc(C)cc1Nc1nc(N)c2ccccc2n1
  A: -1	B: -9	C: 22	D: 0	E: 4	F: 5	G: 9	H: -0.7	I: 13	J: 6
N/C(=N\OC(=O)c1ccc2c(c1)OCO2)c1cccc(Br)c1
  A: -11	B: -3	C: 13	D: 4	E: 2	F: -6	G: /	H: 0.0	I: 0	J: 7
COc1cc(C(C)=O)ccc1COc1ccc(C(=O)OCC(=O)NC2CCS(=O)(=O)C2)cc1OC (centres undefined)
  A: -4	B: 5	C: -4	D: -6	E: -5	F: -1	G: -21	H: 0.6	I: 2	J: -1
O=c1cc(CN2CCN(c3ccccc3)CC2)c2cc(O)c(-c3ccccc3)cc2o1
  A: 7	B: 3	C: 15	D: -7	E: -6	F: -1	G: -11	H: -0.7	I: -2	J: 1
C[C@@H]1NC(=O)c2cc([N+](=O)[O-])cc(I)c2OCC[C@@H](C(=O)NC(CC(=O)O)C(N)=O)NC(=O)[C@H](CCC(=O)O)NC1=O (some centres undefined)
  A: /	B: /	C: -7	D: -5	E: 5	F: /	G: -7	H: /	I: /	J: -6
CCn1c(=O)c(C(=O)Nc2ccccc2C)c(O)c2ccccc21
  A: -4	B: 3	C: 31	D: 1	E: 3	F: 6	G: -1	H: ?	I: 1	J: 13
COc1ccc(C2CC(=O)N(c3ccccc3)C3=C2C(=O)CCC3)cc1 (centres undefined)
  A: -2	B: 0	C: 21	D: 7	E: 10	F: ?	G: 3	H: 0.5	I: -9	J: 13
Cn1c(=O)c2c(nc(Br)n2CCSc2ncccn2)n(C)c1=O
  A: 4	B: 2	C: 12	D: -1	E: -8	F: -3	G: -18	H: -0.6	I: -4	J: -2
CC12CC(NC(=O)N1Cc1ccccc1)c1ccccc1O2 (centres undefined)
  A: -1	B: 7	C: 36	D: -1	E: 0	F: 12	G: 8	H: 3.3	I: 14	J: 3
c1ccc2c(c1)nc(N1CCOCC1)c1c3ccccc3[nH]c21
  A: -31	B: -6	C: -11	D: 3	E: 0	F: 0	G: -3	H: 1.7	I: -1	J: 7
C=CCNCCCCOc1ccccc1-c1ccccc1
  A: -1	B: -3	C: -2	D: 2	E: 0	F: -12	G: -6	H: -1.0	I: -1	J: 7
Cc1ccc(OCC(=O)NCc2ccco2)cc1C
  A: 12	B: -6	C: -8	D: -6	E: 8	F: -12	G: 0	H: 0.5	I: 6	J: 4
Cn1cccc1C(=O)NNC(=O)COc1ccccc1Cl
  A: -2	B: 4	C: /	D: /	E: -4	F: -3	G: -6	H: 0.0	I: -3	J: 7
COc1ccc(-c2nc3c(c4nnc(SC(C)C(=O)Nc5ccccc5)n24)COC(C)(C)C3)cc1 (centres undefined)
  A: 7	B: -6	C: -17	D: 6	E: 0	F: -10	G: 2	H: -1.1	I: -2	J: 4
CN1CCN(c2nc(-c3cccs3)cs2)CC1
  A: -10	B: -8	C: 7	D: -1	E: 1	F: -2	G: 14	H: 0.5	I: -3	J: 2
